UBC13 inh: inhibitors of human UBC13 polyubiquitin chain formation | actives 0.47% (n = 330,000) | inhibition, % at 20 µM | TR-FRET; in the data active = inhibition above about 45%, passing the limit was not always enough
Target sequence (P61088 whole entry, looked up): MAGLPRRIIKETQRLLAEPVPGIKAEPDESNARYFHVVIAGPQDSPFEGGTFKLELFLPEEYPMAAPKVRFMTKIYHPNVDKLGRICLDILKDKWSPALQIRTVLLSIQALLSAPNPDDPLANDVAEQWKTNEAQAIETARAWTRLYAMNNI
Apaf1 inhib: blocks human Apaf-1 apoptosome activity; AID 489030; reconstituted apoptosome caspase-3 activity, DEVD-Rh110 fluorescence; inhibition, % at 20 µM; actives 0.71% (n = 330,000); O14727; active = inhibition of at least 40% at 20 µM;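 also: plate controls were DMSO wells for no effect and DEVD-CHO caspase inhibitor wells for full effect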
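detection = Rh110 fluorescence intensity | test system = biochemical Apaf-1 apoptosome reconstitution | also added = cytochrome c and DEVD-Rh110 substrate | schedule = 30 min plus 50 min, RT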
EBI2 block: blocks human EBI2 receptor beta-arrestin signaling; inhibition, % at 5 µM; AID 651636; EBI2 beta-arrestin recruitment, luminescence, 7a,25-OHC stimulated; actives 0.81% (n = 360,000); in the data active = inhibition above about 38%;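 also: enzyme fragment complementation signal reports receptor beta-arrestin coupling in cells; 0% = agonist plus DMSO wells and 100% = wells without agonist; some results beyond the cut were filed as inactive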
Target sequence (P32249 whole entry, looked up, the tested form may be a part): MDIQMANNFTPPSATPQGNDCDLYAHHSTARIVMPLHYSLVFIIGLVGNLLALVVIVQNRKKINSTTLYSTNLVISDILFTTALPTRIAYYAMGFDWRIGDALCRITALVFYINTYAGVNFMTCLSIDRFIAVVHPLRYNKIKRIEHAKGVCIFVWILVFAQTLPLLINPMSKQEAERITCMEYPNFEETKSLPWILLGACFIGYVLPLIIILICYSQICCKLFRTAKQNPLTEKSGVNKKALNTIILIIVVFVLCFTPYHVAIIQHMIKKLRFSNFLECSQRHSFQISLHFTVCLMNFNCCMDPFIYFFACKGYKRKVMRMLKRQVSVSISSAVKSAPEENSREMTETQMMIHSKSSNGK
SENP8 inh: SENP8 protease inhibition; purified SENP8, Z-RLRGG-aminoluciferin cleavage, luminescence; inhibition, % at 10 µM; actives 1.2% (n = 330,000)
Target sequence (Q96LD8 whole entry, looked up): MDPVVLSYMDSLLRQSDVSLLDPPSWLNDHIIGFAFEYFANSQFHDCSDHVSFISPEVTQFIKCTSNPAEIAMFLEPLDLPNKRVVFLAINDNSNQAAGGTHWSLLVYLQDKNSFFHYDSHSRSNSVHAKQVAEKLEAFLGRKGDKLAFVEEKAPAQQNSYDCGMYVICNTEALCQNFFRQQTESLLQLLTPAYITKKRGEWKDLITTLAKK
CCR6 antagonist: CCR6 (human) receptor antagonism | P51684 | CHO-K1 CCR6 PathHunter beta-arrestin, luminescence, CCL20-stimulated | inhibition, % at 20 µM | actives 0.49% (n = 340,000);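 active = compounds whose inhibition of the agonist-driven luminescence signal at 20 µM reaches about 50%, limit read from the data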;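 also: cells stimulated with CCL20 at 14 nM final; plate controls were DMSO with CCL20 for no effect and DMSO without agonist for full effect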
697 NFkB inh: lowers PMA/ionomycin-induced NF-kB signal in 697 B cells; inhibition, % at 4 µM; 697 B-cell NF-kB luciferase reporter, 16 h; actives 0.33% (n = 330,000); in the data active = inhibition above about 35%
Jurkat NFkB inh: lowers PMA/ionomycin-induced NF-kB signal in Jurkat cells; PMA/ionomycin-induced NF-kB luciferase reporter, luminescence; inhibition, % at 4 µM; actives 0.53% (n = 330,000); AID 435003
Gli-Sufu block: antagonists of Gli-Sufu signaling. Sufu-KO-LIGHT fibroblasts, Gli luciferase reporter luminescence. inhibition, % at 5 µM. actives 0.74% (n = 340,000). AID 588413;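 active = inhibition above about 55%, limit read from the data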;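 also: 0% = DMSO-treated cells and 100% = wells with medium but no cells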
Starred values were filed as active, the others as inactive. Rule as the data show it, unless noted: active = inhibition above about 50%; inactive = the rest.

Screening O=C(OCC(=O)N(C1CCCCC1)C1CCCCC1)c1ccncc1 returned UBC13 inh -10, Apaf1 inhib 12, EBI2 block -3, SENP8 inh -5, CCR6 antagonist 9, 697 NFkB inh 3, Jurkat NFkB inh 1 and Gli-Sufu block 1.
Screening N#C/C(=C/c1cn(-c2ccccc2)nc1-c1cccc(S(=O)(=O)N2CCOCC2)c1)C(=O)NCc1ccco1 returned UBC13 inh -5, Apaf1 inhib -13, EBI2 block 20, SENP8 inh -4, CCR6 antagonist 3, 697 NFkB inh 1, Jurkat NFkB inh -9 and Gli-Sufu block 28.
Screening COc1ccc(S(=O)(=O)n2cnc3ccccc32)c(C)c1 returned UBC13 inh 15, Apaf1 inhib 15, EBI2 block 5, SENP8 inh 1, CCR6 antagonist 15, 697 NFkB inh -26, Jurkat NFkB inh 1 and Gli-Sufu block 11.
Screening O=C(COc1c(Br)cc(Br)cc1Br)N/N=C/c1ccco1 returned UBC13 inh -10, Apaf1 inhib 12, EBI2 block -17, SENP8 inh 4, CCR6 antagonist 3, 697 NFkB inh 0, Jurkat NFkB inh 11 and Gli-Sufu block -6.
For CC1CCN(CCCCOc2ccc(C(C)(C)C)cc2)CC1 the results were UBC13 inh 8, Apaf1 inhib 6, EBI2 block -6, SENP8 inh 2, CCR6 antagonist 6, 697 NFkB inh -19, Jurkat NFkB inh 18 and Gli-Sufu block 4.
For COc1ccc(Cc2nnc(NC(=O)C(C)(C)C)s2)cc1 the results were UBC13 inh 10, Apaf1 inhib -1, EBI2 block -1, SENP8 inh 2, CCR6 antagonist -4, 697 NFkB inh -12, Jurkat NFkB inh -6 and Gli-Sufu block -7.
O=C(c1ccco1)N1CCN(C(=O)C2CCCO2)CC1 (centres undefined) was read as UBC13 inh -5, Apaf1 inhib -11, EBI2 block -5, SENP8 inh -4, CCR6 antagonist 4, 697 NFkB inh 8, Jurkat NFkB inh -18 and Gli-Sufu block 4.
For CN(C)S(=O)(=O)c1ccc(NC(=O)Cc2ccc(S(=O)(=O)N3CCOCC3)s2)cc1 the results were UBC13 inh -11, Apaf1 inhib 5, EBI2 block -10, SENP8 inh -4, CCR6 antagonist -1, 697 NFkB inh -14, Jurkat NFkB inh -5 and Gli-Sufu block 22.
For CCCCNC(=O)[C@H](CSCc1ccccc1)N1Cc2ccccc2C1=O the results were UBC13 inh 10, Apaf1 inhib 5, EBI2 block 0, SENP8 inh 5, CCR6 antagonist 11, 697 NFkB inh 4, Jurkat NFkB inh 6 and Gli-Sufu block 4.
Cc1ccccc1CNC(=O)C(=O)NCCC1CCCCN1S(=O)(=O)c1ccccc1 (centres undefined) was read as UBC13 inh -1, Apaf1 inhib 13, EBI2 block 15, SENP8 inh 2, CCR6 antagonist 12, 697 NFkB inh 4, Jurkat NFkB inh 1 and Gli-Sufu block 11.
For O=C(N=C1SC2CS(=O)(=O)CC2N1CCc1ccccc1)C1CCCCC1 (centres undefined) the results were UBC13 inh -7, Apaf1 inhib 0, EBI2 block 3, SENP8 inh 10, CCR6 antagonist 3, 697 NFkB inh 5, Jurkat NFkB inh 0 and Gli-Sufu block 11.
Cc1[nH]c(=O)c(C#N)c(C)c1Cc1ccc(Cl)cc1Cl was read as UBC13 inh 4, Apaf1 inhib 8, EBI2 block 5, SENP8 inh 7, CCR6 antagonist 1, 697 NFkB inh -3, Jurkat NFkB inh -2 and Gli-Sufu block 11.
Fc1ccc(CNc2nc(-c3cccnc3)nc3ccccc23)cc1 was read as UBC13 inh 9, Apaf1 inhib 30, EBI2 block 9, SENP8 inh -9, CCR6 antagonist 17, 697 NFkB inh -6, Jurkat NFkB inh 4 and Gli-Sufu block -2.
`Clc1cccc2c3c([nH]c12)CCNC3` gave UBC13 inh 5, Apaf1 inhib -1, EBI2 block 1, SENP8 inh -9, CCR6 antagonist -1, 697 NFkB inh 4, Jurkat NFkB inh -13 and Gli-Sufu block 11.
For COC(=O)C1=C(C)n2nnnc2NC1c1ccc(Cl)cc1 (centres undefined) the results were UBC13 inh -3, Apaf1 inhib 6, EBI2 block -11, SENP8 inh -7, CCR6 antagonist 19, 697 NFkB inh -4, Jurkat NFkB inh 6 and Gli-Sufu block 34.
For COC(=O)COn1c(SCC(=O)OC)nc2ccccc2c1=O the results were UBC13 inh -2, Apaf1 inhib 14, EBI2 block 0, SENP8 inh -4, CCR6 antagonist 9, 697 NFkB inh 7, Jurkat NFkB inh -5 and Gli-Sufu block -2.
Screening O=S(=O)(c1ccc(Cl)cc1)N1CCc2ccccc21 returned UBC13 inh -1, Apaf1 inhib 6, EBI2 block 4, SENP8 inh -5, CCR6 antagonist 13, 697 NFkB inh -8, Jurkat NFkB inh 9 and Gli-Sufu block 11.
O=C(c1cccnc1)N1N=C(C2CCCCC2)CC1(O)C(F)(F)F (centres undefined) was read as UBC13 inh 3, Apaf1 inhib -3, EBI2 block -4, SENP8 inh 4, CCR6 antagonist 17, 697 NFkB inh 25, Jurkat NFkB inh 3 and Gli-Sufu block 9.
`CC(=O)Nc1ccc(N(C(=O)Cn2nnc3ccccc32)C(C(=O)NC2CCCC2)c2ccc(O)c(O)c2)cc1` (centres undefined) gave UBC13 inh 4, Apaf1 inhib 7, EBI2 block -4, SENP8 inh 1, CCR6 antagonist 3, 697 NFkB inh -3, Jurkat NFkB inh -23 and Gli-Sufu block 3.
For CCOC(=O)c1c(NC(=O)CNCC(O)CO)sc(C)c1C (centres undefined) the results were UBC13 inh 2, Apaf1 inhib 5, EBI2 block -3, SENP8 inh -3, CCR6 antagonist 11, 697 NFkB inh 4, Jurkat NFkB inh -13 and Gli-Sufu block -3.
`O=C(Oc1csc(=S)n1C(=O)c1ccccc1)c1ccccc1` gave UBC13 inh -11, Apaf1 inhib 12, EBI2 block -3, SENP8 inh 3, CCR6 antagonist -10, 697 NFkB inh 3, Jurkat NFkB inh -8 and Gli-Sufu block -14.
For Nc1ccc(-n2ccnc2)cc1 the results were UBC13 inh 4, Apaf1 inhib -19, EBI2 block -11, SENP8 inh -3, CCR6 antagonist -22, 697 NFkB inh 13, Jurkat NFkB inh 13 and Gli-Sufu block -4.
Screening CCCCCCCCSc1nnc(-c2ccc(OC)cc2)o1 returned UBC13 inh 6, Apaf1 inhib 15, EBI2 block 1, SENP8 inh -3, CCR6 antagonist 7, 697 NFkB inh 7, Jurkat NFkB inh -15 and Gli-Sufu block 12.
Cc1cccc(C2=NN(c3ccccc3)[C@H](CO)[C@H]2c2ccccc2)c1 was read as Apaf1 inhib 28, EBI2 block 24, CCR6 antagonist 7, 697 NFkB inh -18 and Gli-Sufu block -4.
For COc1cc(/C=N/n2c(C3CCCCC3)n[nH]c2=S)cc(OC)c1O the results were UBC13 inh -2, Apaf1 inhib 4, EBI2 block 24, SENP8 inh 2, CCR6 antagonist 12, 697 NFkB inh -14, Jurkat NFkB inh -5 and Gli-Sufu block -11.
`Nc1cc(=O)[nH]c(SCC(=O)N2N=C(c3ccc4ccccc4c3)CC2c2ccccc2)n1` (centres undefined) gave UBC13 inh -10, Apaf1 inhib 13, EBI2 block -3, SENP8 inh -2, CCR6 antagonist 7, 697 NFkB inh -23, Jurkat NFkB inh -10 and Gli-Sufu block 1.
Screening Cc1cc(C)cc(N(CC(=O)NCC2CCCO2)C(=O)CN2C(=O)COc3ccccc32)c1 (centres undefined) returned UBC13 inh 21, Apaf1 inhib -16, EBI2 block -5, SENP8 inh -3, CCR6 antagonist -14, 697 NFkB inh 7, Jurkat NFkB inh 0 and Gli-Sufu block 11.
`COc1cc(CCN2C(=O)c3cccc4cccc(c34)C2=O)c(S(=O)(=O)N2CCCCCC2)cc1OC` gave UBC13 inh 27, Apaf1 inhib 20, EBI2 block -4, SENP8 inh -7, CCR6 antagonist 6, 697 NFkB inh -24, Jurkat NFkB inh -5 and Gli-Sufu block 18.
`CCOC(=O)c1sc(NC(=O)c2ccncc2)c(C#N)c1C` gave UBC13 inh 0, Apaf1 inhib 1, EBI2 block 8, SENP8 inh -4, CCR6 antagonist 7, 697 NFkB inh 13, Jurkat NFkB inh -6 and Gli-Sufu block 24.
COC(=O)C1=C(C)Nc2nc(SCc3ccccc3)[nH]c(=O)c2C1c1cccs1 (centres undefined) was read as UBC13 inh -16, Apaf1 inhib 8, EBI2 block 2, SENP8 inh -11, CCR6 antagonist 9, 697 NFkB inh 1, Jurkat NFkB inh 16 and Gli-Sufu block -7.
COc1ccc(S(=O)(=O)N2CCOCC2)cc1NC(=O)c1cccs1 was read as UBC13 inh -1, Apaf1 inhib 20, EBI2 block -3, SENP8 inh -18, CCR6 antagonist 2, 697 NFkB inh 9, Jurkat NFkB inh -16 and Gli-Sufu block 2.
For CCCNC(=S)Nc1cc2oc3ccccc3c2cc1OC the results were UBC13 inh 11, Apaf1 inhib 2, EBI2 block 9, SENP8 inh -1, CCR6 antagonist 17, 697 NFkB inh -54, Jurkat NFkB inh -48 and Gli-Sufu block -19.
For Cc1cc(-c2ccc(C)c(S(=O)(=O)N3CC(=O)Nc4ccccc43)c2)on1 the results were UBC13 inh -10, Apaf1 inhib 20, EBI2 block -2, SENP8 inh 0, CCR6 antagonist -1, 697 NFkB inh -30, Jurkat NFkB inh 19 and Gli-Sufu block 2.
`CCn1c(=O)cc(OCC(=O)NC(C)c2ccc3c(c2)OCCO3)c2ccccc21` (centres undefined) gave UBC13 inh 2, Apaf1 inhib 1, EBI2 block -9, SENP8 inh 3, CCR6 antagonist -25, 697 NFkB inh 13, Jurkat NFkB inh -6 and Gli-Sufu block 9.
O=C1NCCN1C(=O)N(c1ccccc1)c1ccccc1 was read as UBC13 inh 7, Apaf1 inhib -6, EBI2 block 0, SENP8 inh 1, CCR6 antagonist -5, 697 NFkB inh 20, Jurkat NFkB inh -2 and Gli-Sufu block -8.
Fc1ccccc1C(c1nnnn1Cc1ccc2c(c1)OCO2)N1CCN(Cc2ccccc2)CC1 (centres undefined) was read as UBC13 inh 5, Apaf1 inhib 31, EBI2 block 8, SENP8 inh -14, CCR6 antagonist 17, 697 NFkB inh -18, Jurkat NFkB inh -14 and Gli-Sufu block 9.
CS(=O)(=O)N1CCc2cc(C(=O)Nc3ccccc3)ccc21 was read as UBC13 inh -5, Apaf1 inhib 1, EBI2 block -1, SENP8 inh -8, CCR6 antagonist -4, 697 NFkB inh -29, Jurkat NFkB inh -41 and Gli-Sufu block -36.
`CCOC(=O)C(Sc1n[nH]c(N)n1)c1ccccc1` (centres undefined) gave UBC13 inh 1, Apaf1 inhib -10, EBI2 block -5, SENP8 inh -2, CCR6 antagonist 11, 697 NFkB inh 6, Jurkat NFkB inh -2 and Gli-Sufu block -6.
For Cc1c(NC(=O)C(C)Sc2nc3ccccc3c(=O)n2CCO)c(=O)n(-c2ccccc2)n1C (centres undefined) the results were UBC13 inh -7, Apaf1 inhib 8, EBI2 block 5, SENP8 inh 2, CCR6 antagonist -7, 697 NFkB inh -2, Jurkat NFkB inh 3 and Gli-Sufu block 2.
`CCCOC(=O)c1c(-c2ccc(OC)cc2)oc2ccc(-c3ccc(OC)nc3)cc12` gave UBC13 inh 8, Apaf1 inhib 15, EBI2 block 12, SENP8 inh -2, CCR6 antagonist 7, 697 NFkB inh -4, Jurkat NFkB inh -7 and Gli-Sufu block -4.

Arranged by formula weight (falling): part of the list above
`CCCOC(=O)c1c(-c2ccc(OC)cc2)oc2ccc(-c3ccc(OC)nc3)cc12` gave UBC13 inh 8, Apaf1 inhib 15, EBI2 block 12, SENP8 inh -2, CCR6 antagonist 7, 697 NFkB inh -4, Jurkat NFkB inh -7 and Gli-Sufu block -4.
For Cc1cc(-c2ccc(C)c(S(=O)(=O)N3CC(=O)Nc4ccccc43)c2)on1 the results were UBC13 inh -10, Apaf1 inhib 20, EBI2 block -2, SENP8 inh 0, CCR6 antagonist -1, 697 NFkB inh -30, Jurkat NFkB inh 19 and Gli-Sufu block 2.
`O=C(Oc1csc(=S)n1C(=O)c1ccccc1)c1ccccc1` gave UBC13 inh -11, Apaf1 inhib 12, EBI2 block -3, SENP8 inh 3, CCR6 antagonist -10, 697 NFkB inh 3, Jurkat NFkB inh -8 and Gli-Sufu block -14.
`CCOC(=O)c1sc(NC(=O)c2ccncc2)c(C#N)c1C` gave UBC13 inh 0, Apaf1 inhib 1, EBI2 block 8, SENP8 inh -4, CCR6 antagonist 7, 697 NFkB inh 13, Jurkat NFkB inh -6 and Gli-Sufu block 24.

Screening results (PubChem)

The list is partial. The share of hits here may be higher or lower than overall.
